Bioassay records: PubChem, Broad Institute
BioA inh = BioA (M. tuberculosis) enzyme inhibition; purified M. tuberculosis BioA enzyme, plate reader; AID 602481; 0.096% of 360,000 active; inhibition, % at 9.99 µM; in the data active means inhibition above about 40%
* hit, by the source's call. These rows are one share of the data. The share of hits here may be higher or lower than overall.

N#C[C@@H]1[C@H](c2ccc(-c3cccnc3)cc2)[C@H](CO)N1C(=O)C1CC1 was read as BioA inh 0.8.
O=C(CC(F)(F)F)N1C[C@H]2[C@@H](c3ccccc31)[C@@H](CO)N2C(=O)CN1CCOCC1 was read as BioA inh -3.1.
`COc1ccc(NC(=O)N2C[C@@H](O)COC[C@H]3O[C@@H](CC(=O)NCc4ccncn4)CC[C@@H]32)cc1` gave BioA inh 4.6.
COCCNC(=O)C[C@H]1CC[C@H]2[C@@H](COC[C@H](O)CN2C(=O)Nc2ccccc2OC)O1 was read as BioA inh -0.9.
For O=C(NCCc1ccccc1)[C@H]1[C@H](CO)[C@H]2Cn3c(ccc(-c4ccccc4)c3=O)[C@@H]1N2 the results were BioA inh 0.1.
Screening CO[C@@H](CN(C)S(=O)(=O)c1cccc(Cl)c1)[C@@H](C)CN([C@H](C)CO)S(=O)(=O)c1cccc(Cl)c1 returned BioA inh -1.1.
Screening O=C(N[C@@H]1CC[C@@H](CCNS(=O)(=O)c2ccc(F)cc2)O[C@@H]1CO)c1cccc(F)c1 returned BioA inh 2.2.
Screening O=C(C[C@@H]1C[C@H]2c3cc(NC(=O)CC4CC4)ccc3O[C@H]2[C@H](CO)O1)NCc1cccnc1 returned BioA inh -0.8.
Screening Cc1cc(C(=O)Nc2cccc3c2O[C@H](CN(C)Cc2ccc4c(c2)OCO4)[C@@H](C)CN([C@@H](C)CO)C3=O)n(C)n1 returned BioA inh 1.1.
Screening O=C(C[C@H]1CC[C@H](NC(=O)Nc2ccc(F)cc2)[C@H](CO)O1)NCc1ccccn1 returned BioA inh 0.8.
For C[C@@H]1CN([C@@H](C)CO)C(=O)c2cc(NC(=O)Nc3ccc(C(F)(F)F)cc3)ccc2O[C@@H](C)CCCCO[C@@H]1CN(C)C(=O)C1CCCCC1 the results were BioA inh -2.6.
`CC(C)NC(=O)Nc1ccc2c(c1)C(=O)N([C@H](C)CO)C[C@H](C)[C@@H](CN(C)Cc1ccc(C(F)(F)F)cc1)O2` gave BioA inh 6.3.

Not a retest: entries from further up.
O=C(CC(F)(F)F)N1C[C@H]2[C@@H](c3ccccc31)[C@@H](CO)N2C(=O)CN1CCOCC1 was read as BioA inh -3.1.
`COc1ccc(NC(=O)N2C[C@@H](O)COC[C@H]3O[C@@H](CC(=O)NCc4ccncn4)CC[C@@H]32)cc1` gave BioA inh 4.6.

More compounds follow:
COC(=O)C[C@@H]1C[C@@H]2c3cc(NC(=O)Cc4ccncc4)ccc3O[C@@H]2[C@H](CO)O1 was read as BioA inh -1.9.
CN1C(=O)c2cc(NS(=O)(=O)c3ccc(Cl)cc3)ccc2OC[C@H]2O[C@@H](CC(=O)Nc3ccc4c(c3)COC4)CC[C@@H]21 was read as BioA inh 0.9.
For CCNC(=O)[C@@H]1[C@@H](CO)[C@@H]2Cn3c(ccc(C4=CCCCC4)c3=O)[C@@H]2N1Cc1ccccc1 the results were BioA inh 1.6.
COc1cccc(C(=O)Nc2ccc3c(c2)C(=O)N(C)C[C@@H](OC)[C@H](C)CN(C(=O)C2CCCCC2)[C@H](C)CO3)c1 was read as BioA inh -0.9.
COc1ccc(NC(=O)Nc2ccc3c(c2)[C@@H]2C[C@@H](CC(=O)NCc4ccc5c(c4)OCO5)O[C@@H](CO)[C@@H]2O3)cc1 was read as BioA inh 0.0.
Screening C[C@@H]1CN([C@@H](C)CO)C(=O)c2cc(NS(=O)(=O)c3cn(C)cn3)ccc2O[C@@H](C)CCCCO[C@@H]1CN(C)S(=O)(=O)c1cccs1 returned BioA inh 0.4.
C[C@@H]1CN([C@@H](C)CO)C(=O)Cc2cc(NS(=O)(=O)c3ccccc3)ccc2O[C@@H]1CN(C)S(=O)(=O)c1ccccc1 was read as BioA inh 0.5.
Screening COc1ccccc1-c1ccc2c(c1)O[C@@H](CN(C)S(=O)(=O)c1ccc(F)cc1)[C@@H](C)CN([C@@H](C)CO)S2(=O)=O returned BioA inh -2.8.
`Cc1ccccc1-c1ccc([C@@H]2[C@@H](CO)N3CCCCN(S(=O)(=O)c4ccc(F)cc4)C[C@@H]23)cc1` gave BioA inh -2.3.
For COCC(=O)N[C@H]1C=C[C@@H](CC(=O)NCc2ccccc2OC)O[C@H]1CO the results were BioA inh -1.0.
C[C@@H]1CN([C@H](C)CO)C(=O)c2cc(-c3ccc(F)cc3)cnc2O[C@H]1CN(C)Cc1ccc(F)cc1 was read as BioA inh 0.8.
CO[C@@H](CN(C)C(=O)Nc1ccc(Cl)cc1)[C@H](C)CN(Cc1ccccc1Cl)[C@@H](C)CO was read as BioA inh 7.0.
CN1C(=O)c2cc(NC(=O)Nc3ccccc3F)ccc2OC[C@H]2O[C@H](CC(=O)NCc3ccc(-c4ccccc4)cc3)CC[C@H]21 was read as BioA inh -1.8.
C[C@H](CO)N1C[C@H](C)[C@H](CN(C)S(=O)(=O)c2cccs2)Oc2ncc(-c3ccc(F)cc3)cc2C1=O was read as BioA inh 3.4.
For COc1ccccc1-c1cn(CC[C@@H]2CC[C@@H](NC(=O)C3CCC3)[C@@H](CO)O2)nn1 the results were BioA inh -2.0.
`C[C@@H]1CN([C@H](C)CO)C(=O)c2cc(NS(=O)(=O)c3ccccc3)ccc2O[C@@H](C)CCCCO[C@@H]1CN(C)C(=O)CCC(F)(F)F` gave BioA inh -1.3.
`C[C@@H]1CN([C@H](C)CO)C(=O)c2cc(NS(=O)(=O)c3ccccc3)ccc2O[C@@H](C)CCCCO[C@@H]1CN(C)Cc1ccc(C(=O)O)cc1` gave BioA inh 0.0.
Screening CNC[C@H]1Oc2ccc(NC(=O)NC(C)C)cc2CC(=O)N([C@@H](C)CO)C[C@H]1C returned BioA inh -1.3.
NC(=O)[C@H]1[C@@H]2C(=O)O[C@@H](c3ccccc3)[C@@H](c3ccccc3)N2[C@@H](c2ccc(O)cc2)[C@]12C(=O)Nc1ccc(C#CCCO)cc12 was read as BioA inh -1.8.
Screening COCCNC(=O)C[C@@H]1CC[C@@H]2[C@H](COc3ccc(NC(=O)C4CCOCC4)cc3C(=O)N2C)O1 returned BioA inh -7.7.
`CCCN(C)C[C@@H]1OCCCC[C@@H](C)Oc2ccc(NC(=O)Nc3ccc(F)cc3)cc2C(=O)N([C@H](C)CO)C[C@@H]1C` gave BioA inh 0.6.
For C[C@@H]1CN([C@@H](C)CO)C(=O)c2cc(NS(=O)(=O)c3ccc(F)cc3)ccc2O[C@@H](C)CCCCO[C@H]1CN(C)S(=O)(=O)c1ccc(Cl)cc1 the results were BioA inh -4.7.
Cc1noc(C)c1NC(=O)Nc1ccc2c(c1)C(=O)N([C@H](C)CO)C[C@H](C)[C@H](CN(C)Cc1ccccc1)O2 was read as BioA inh -0.9.
For COC(=O)C[C@@H]1C[C@@H]2c3cc(NC(=O)NC4CCCC4)ccc3O[C@@H]2[C@@H](CO)O1 the results were BioA inh -0.5.

The last 2 records of the section above lead into the next:
Cc1noc(C)c1NC(=O)Nc1ccc2c(c1)C(=O)N([C@H](C)CO)C[C@H](C)[C@H](CN(C)Cc1ccccc1)O2 was read as BioA inh -0.9.
For COC(=O)C[C@@H]1C[C@@H]2c3cc(NC(=O)NC4CCCC4)ccc3O[C@@H]2[C@@H](CO)O1 the results were BioA inh -0.5.
Screening COCC(=O)N1[C@@H](CO)[C@@H]2c3ccccc3N(C(=O)Nc3ccccc3Cl)C[C@@H]21 returned BioA inh 1.5.
`Cc1noc(C)c1NC(=O)N(C)C[C@H]1Oc2ccc(NC(=O)Cn3cnnn3)cc2CC(=O)N([C@@H](C)CO)C[C@H]1C` gave BioA inh 0.0.
`COCC#Cc1cnc2c(c1)C(=O)N([C@@H](C)CO)C[C@@H](C)[C@H](CN(C)S(=O)(=O)c1ccccc1)O2` gave BioA inh 0.6.
Screening Cc1noc(C)c1NC(=O)N(C)C[C@H]1OCCCC[C@@H](C)Oc2ccc(NC(=O)C3CCCCC3)cc2C(=O)N([C@@H](C)CO)C[C@@H]1C returned BioA inh 0.2.
Screening COc1ccc(S(=O)(=O)N[C@@H]2CC[C@@H](CC(=O)O)O[C@@H]2CO)cc1 returned BioA inh -2.8.
For O=C(C[C@@H]1C=C[C@@H](NS(=O)(=O)c2ccc(F)cc2)[C@@H](CO)O1)NCCN1CCCCC1 the results were BioA inh -1.1.
`COC(=O)C[C@@H]1CC[C@H](NC(=O)c2ccccc2)[C@H](CO)O1` gave BioA inh -1.8.
Screening C[C@@H]1CCCCO[C@H](CN(C)S(=O)(=O)c2ccc(Cl)cc2)[C@H](C)CN([C@@H](C)CO)C(=O)c2cc(NC(=O)NC3CCCCC3)ccc2O1 returned BioA inh -1.1.
For C[C@H]1CN([C@@H](C)CO)S(=O)(=O)c2ccc(C#Cc3ccc(F)cc3)cc2O[C@H]1CN(C)C(=O)c1ccccn1 the results were BioA inh -0.2.
Screening CNC[C@H]1Oc2ccc(NC(=O)CCC(F)(F)F)cc2CC(=O)N([C@H](C)CO)C[C@@H]1C returned BioA inh -1.6.
Screening CCCNC(=O)N[C@H]1CC[C@H](CCn2cc(-c3cccc(F)c3)nn2)O[C@@H]1CO returned BioA inh 1.0.
CNC(=O)C[C@H]1CC[C@H]2[C@@H](COc3ccc(NC(=O)c4ccccc4Cl)cc3C(=O)N2C)O1 was read as BioA inh 3.1.
CCC(=O)N1[C@H](CNC(=O)CN2CCOCC2)[C@H](c2ccccc2)[C@@H]1CO was read as BioA inh -2.1.
C[C@@H]1CN([C@H](C)CO)C(=O)c2cccc(NC(=O)c3cnccn3)c2O[C@H]1CN(C)Cc1ccc(Cl)c(Cl)c1 was read as BioA inh -0.8.
For CCCNC(=O)N(C)C[C@@H]1Oc2ncc(C#CC3(O)CCCC3)cc2C(=O)N([C@H](C)CO)C[C@H]1C the results were BioA inh -1.2.
`C[C@@H]1CCCCO[C@H](CN(C)C(=O)Nc2ccc(F)cc2)[C@H](C)CN([C@H](C)CO)C(=O)c2cc(NC(=O)Nc3ccc(C(F)(F)F)cc3)ccc2O1` gave BioA inh 0.0.
COCC(=O)Nc1ccc2c(c1)OC[C@@H](C)N(Cc1ccncc1)C[C@H](C)[C@H](OC)CN(C)C2=O was read as BioA inh -1.6.
For CO[C@H]1CN(C)C(=O)c2ccc(NS(=O)(=O)CC(F)(F)F)cc2OC[C@@H](C)N(CC2CCCCC2)C[C@H]1C the results were BioA inh -0.9.
`CCCNC(=O)[C@H]1[C@H](CO)[C@H]2Cn3c(ccc(-c4ccccc4F)c3=O)[C@@H]1N2CC1CC1` gave BioA inh -1.4.
CCC(=O)N(C)C[C@H]1Oc2ncc(-c3ccc(C(=O)N(C)C)cc3)cc2C(=O)N([C@@H](C)CO)C[C@H]1C was read as BioA inh -0.2.
N#C[C@H]1N[C@H](CO)[C@H]1c1ccc(C#CC2CCCCC2)cc1 was read as BioA inh 0.6.
Screening O=C(C[C@@H]1C[C@H]2c3cc(NC(=O)Cc4ccncc4)ccc3O[C@H]2[C@@H](CO)O1)NCC1CC1 returned BioA inh -0.4.
For CCCC#Cc1ccc2c(c1)O[C@@H](CN(C)C(=O)c1ccccc1F)[C@H](C)CN([C@@H](C)CO)S2(=O)=O the results were BioA inh 0.9.
For C[C@H]1CCCCO[C@@H](CN(C)C(=O)Nc2ccc(F)cc2)[C@@H](C)CN([C@@H](C)CO)C(=O)c2cc(NC(=O)Nc3ccccc3)ccc2O1 the results were BioA inh -1.3.

Filtered by structure: the compounds so far containing an aryl methoxy group (8)
`COc1ccc(NC(=O)N2C[C@@H](O)COC[C@H]3O[C@@H](CC(=O)NCc4ccncn4)CC[C@@H]32)cc1` gave BioA inh 4.6.
COCCNC(=O)C[C@H]1CC[C@H]2[C@@H](COC[C@H](O)CN2C(=O)Nc2ccccc2OC)O1 was read as BioA inh -0.9.
COc1cccc(C(=O)Nc2ccc3c(c2)C(=O)N(C)C[C@@H](OC)[C@H](C)CN(C(=O)C2CCCCC2)[C@H](C)CO3)c1 was read as BioA inh -0.9.
COc1ccc(NC(=O)Nc2ccc3c(c2)[C@@H]2C[C@@H](CC(=O)NCc4ccc5c(c4)OCO5)O[C@@H](CO)[C@@H]2O3)cc1 was read as BioA inh 0.0.
Screening COc1ccccc1-c1ccc2c(c1)O[C@@H](CN(C)S(=O)(=O)c1ccc(F)cc1)[C@@H](C)CN([C@@H](C)CO)S2(=O)=O returned BioA inh -2.8.
For COCC(=O)N[C@H]1C=C[C@@H](CC(=O)NCc2ccccc2OC)O[C@H]1CO the results were BioA inh -1.0.
For COc1ccccc1-c1cn(CC[C@@H]2CC[C@@H](NC(=O)C3CCC3)[C@@H](CO)O2)nn1 the results were BioA inh -2.0.
Screening COc1ccc(S(=O)(=O)N[C@@H]2CC[C@@H](CC(=O)O)O[C@@H]2CO)cc1 returned BioA inh -2.8.

Next results follow.
Screening CCC(=O)N[C@@H]1CC[C@H](CC(=O)NCc2ccccc2F)O[C@H]1CO returned BioA inh -0.5.
Screening Cc1cccc(-c2ccc([C@H]3[C@H]4CN(S(=O)(=O)c5ccccc5C)CCCCN4[C@H]3CO)cc2)c1 returned BioA inh -4.4.
`Cc1noc(C)c1NC(=O)Nc1ccc2c(c1)C(=O)N([C@H](C)CO)C[C@@H](C)[C@H](CN(C)Cc1ccccc1)OCCCC[C@@H](C)O2` gave BioA inh 2.3.
For Cc1ccc(S(=O)(=O)N[C@@H]2CCCN(Cc3cccc(OCCO)c3)C2)cc1 the results were BioA inh 0.8.
Screening CCC(=O)N1C[C@H](C)[C@H](OC)CN(C)C(=O)c2cc(NC(=O)NC(C)C)ccc2OC[C@@H]1C returned BioA inh -2.1.
Cc1ccc(S(=O)(=O)Nc2ccc3c(c2)CC(=O)N([C@H](C)CO)C[C@H](C)[C@H](CN(C)CC2CCCCC2)O3)cc1 was read as BioA inh 0.1.
For CNC[C@H]1Oc2ccc(NS(=O)(=O)c3c(C)noc3C)cc2CC(=O)N([C@H](C)CO)C[C@@H]1C the results were BioA inh 3.2.
`CCC(=O)Nc1ccc2c(c1)OC[C@H](C)N(C(=O)C1CCC1)C[C@H](C)[C@@H](OC)CN(C)C2=O` gave BioA inh -0.8.
For Cc1ccc(S(=O)(=O)N(C)C[C@@H]2Oc3ccc(NS(=O)(=O)c4c(C)noc4C)cc3C(=O)N([C@@H](C)CO)C[C@@H]2C)cc1 the results were BioA inh -1.3.
For C[C@@H]1CN([C@H](C)CO)C(=O)c2cc(NC(=O)Cc3ccccc3)ccc2O[C@@H](C)CCCCO[C@@H]1CN(C)C(=O)c1ccncc1 the results were BioA inh -3.7.
Screening CCCNC(=O)N(C)C[C@@H]1Oc2cc(-c3cncnc3)ccc2S(=O)(=O)N([C@H](C)CO)C[C@@H]1C returned BioA inh -3.2.
